# Bioassay records from PubChem.
# KCNQ1 act – potentiators or activators of KCNQ1 channel, primary screen, cell-based, thallium flux, high-throughput. Potassium voltage-gated channel subfamily KQT member 1 (Homo sapiens), P51787. actives 0.35% (n = 310,000). B-score at 10 µM. CHO-K1 KCNQ1, thallium flux FluxOR fluorescence; hits give high values;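 active = fluorescence ratio B-score, a plate-corrected score, at least three library SD, with initial intensity B-score within 5 SD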
# Target sequence (P51787 whole entry, looked up): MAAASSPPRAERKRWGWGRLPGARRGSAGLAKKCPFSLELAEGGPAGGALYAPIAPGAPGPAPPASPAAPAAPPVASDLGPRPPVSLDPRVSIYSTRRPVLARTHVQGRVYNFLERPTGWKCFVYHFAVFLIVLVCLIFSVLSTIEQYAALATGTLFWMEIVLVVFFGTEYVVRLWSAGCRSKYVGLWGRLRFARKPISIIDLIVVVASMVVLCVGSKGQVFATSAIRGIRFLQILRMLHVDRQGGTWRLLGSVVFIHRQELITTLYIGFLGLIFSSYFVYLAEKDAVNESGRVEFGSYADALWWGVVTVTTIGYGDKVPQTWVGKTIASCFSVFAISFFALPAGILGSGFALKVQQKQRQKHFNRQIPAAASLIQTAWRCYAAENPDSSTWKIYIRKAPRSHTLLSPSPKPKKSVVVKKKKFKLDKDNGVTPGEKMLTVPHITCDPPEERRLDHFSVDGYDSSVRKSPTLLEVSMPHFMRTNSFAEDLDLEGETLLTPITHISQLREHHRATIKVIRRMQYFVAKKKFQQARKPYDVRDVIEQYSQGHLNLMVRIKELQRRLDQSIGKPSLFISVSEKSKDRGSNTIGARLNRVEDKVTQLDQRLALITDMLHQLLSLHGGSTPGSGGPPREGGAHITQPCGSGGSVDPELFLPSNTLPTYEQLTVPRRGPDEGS
#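 assay system = KCNQ1-transfected CHO-K1 cells | medium = assay buffer with matched DMSO | probe or stimulus = depolarizing K+/Tl+ stimulus, K2SO4 and Tl2SO4 each 12.5 mM in 5x stock | dosing = single dose | incubation = dye 90 min, compound 20 min, room temperature | detection = kinetic FluxOR fluorescence, 10 s baseline plus 110 s post-stimulus | evaluation = ratio B score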
# RGS4 inh – RGS4 inhibitors, primary screen, cell-based, HEK293 M3R inducible RGS4, calcium flux; AID 463165, 2010; B-score at 10 µM; actives 0.45% (n = 310,000); Regulator of G-protein signaling 4 (Homo sapiens), P49798; Fluo-4 calcium flux; hits give high values; triggered by carbachol at its EC20;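 active = B-score, a plate-corrected calcium signal, over three deviations above library mean, with baseline fluorescence within five deviations of library mean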;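 note: RGS4 expression induced by doxycycline in cells with stable M3 receptor; B-score is computed from the integrated fluorescence ratio over baseline after carbachol; higher B-score means a larger calcium signal and so more RGS4 inhibition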
# GSK3 alpha inh – blockers of GSK3A enzyme activity – biochemical, luminescence, cell-free homogeneous, HTS, primary screen; GSK-3 alpha kinase, ADP-Glo luminescence, 60 min; inhibition, % at 10 µM; actives 0.1% (n = 320,000);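 in the data active = inhibition above about 50%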;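 note: GST-tagged GSK-3 alpha with peptide substrate and 25 µM ATP; 0% = DMSO neutral wells and 100% = GW8510 positive control wells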
# KCNK3 inh – human KCNK3 channel inhibitors, primary screen, CHO cells, FluxOR thallium flux, B-score; Potassium channel subfamily K member 3 (Homo sapiens), O14649; actives 0.84% (n = 340,000); FluxOR fluorescence; hits give low values; B-score at 10 µM;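 active = B-score under library mean minus 4 SD, starting fluorescence ratio at most library mean plus 5 SD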;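 note: more negative B-score means stronger inhibition of thallium flux through KCNK3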
# Dyrk1A ADPGlo – rat Dyrk1A kinase inhibitors, primary screen, biochemical, single point, plate reader. inhibition, % at 12.5 µM. Dual specificity tyrosine-phosphorylation-regulated kinase 1A (Rattus norvegicus), Q63470. ADP-Glo luminescence, NFATc1 peptide. actives 0.43% (n = 310,000); in the data active = inhibition above about 50%;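 note: plate controls were vehicle with enzyme for no effect and no enzyme for full effect; many of its hits are not listed in these tables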
# PolyA inhibitor – polyadenylation inhibitors in yeast reporter cells, primary screen, luminescence, S. cerevisiae. S. cerevisiae SKY197-pL101 polyadenylation reporter, beta-gal luminescence; efflux-impaired pdr1/pdr3 knockout yeast; score 100 = 6 SD above DMSO. actives 0.02% (n = 300,000). calls only at 12 µM;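 active = lowest replicate activity score at least 50, where 100 means six control SD above control mean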;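 note: yeast exposed to compound for 9 h at 30 °C; higher score means more reporter readthrough which indicates perturbed polyadenylation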
# RGS4 pot – RGS4 potentiators or activators, primary screen, cell-based, HEK293 M3R inducible RGS4, calcium flux; AID 463111, 2010; actives 0.92% (n = 310,000); B-score at 10 µM; carbachol calcium flux Fluo4; hits give low values;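 active = B-score of the integrated calcium signal more than 4 SD below the library mean, with starting fluorescence not abnormally high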;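 note: negative B-score means reduced calcium response which marks RGS4 activation or potentiation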
#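 Material: M3R-expressing HEK293 line, RGS4 induced by doxycycline | Schedule: Overnight RGS4 induction, 30 min dye load 37 °C, 20 min compound RT | Measured by: Fluo4 fluorescence kinetic imaging of calcium | Read-out: Integrated calcium ratio converted to B score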
# hERG protect – hERG rescue from dofetilide block, primary screen, cell-based, CHO-hERG, FluxOR thallium flux, dofetilide IC70; Voltage-gated inwardly rectifying potassium channel KCNH2 (Homo sapiens), Q12809; dofetilide IC70 present; activation (rescue from dofetilide block), less the hit threshold, % at 10 µM; actives 0.51% (n = 310,000); AID 1511, 2009;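 active = activation above the mean of controls blocked by dofetilide plus 5 SD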;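 note: thallium influx through hERG after potassium depolarization seen as dye fluorescence rise; in these data hits start at about 4.7%; inactives centre near -7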
# KCNQ1 block – inhibitors of human KCNQ1 channel, primary screen, cell-based, thallium flux, high-throughput; CHO-K1 KCNQ1, FluxOR thallium flux fluorescence; hits give high values; B-score at 10 µM; Potassium voltage-gated channel subfamily KQT member 1 (Homo sapiens), P51787; AID 2642, 2010; actives 1.3% (n = 310,000);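 active = compounds whose thallium flux B-score, printed positive for inhibition, exceeds three library SD while starting fluorescence stays within three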;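 note: channel opened by potassium depolarization with thallium stimulus after 20 min compound exposure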
# KCNK9 block – KCNK9 potassium channel inhibitors, primary screen, HEK293 cells, thallium flux | FluxOR thallium flux fluorescence; hits give low values | B-score at 10 µM | actives 1.2% (n = 310,000) | AID 488922, 2010;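 active = ratio B-score over 3 SD below the library mean, with starting fluorescence within 5 SD of its mean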;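 note: negative B-score means less thallium flux so channel inhibition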
# GSK3beta inhib – human GSK3beta kinase inhibitors, primary screen, biochemical, cell-free homogeneous, HTS; GST-GSK3beta kinase, ADP-Glo luminescence, 60 min; hits give low values; activity score (negative = inhibition), % at 10 µM; actives 0.038% (n = 300,000);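 active = more than half of replicate wells score below -50%, meaning over 50% inhibition versus plate controls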;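 note: 0% = median DMSO wells and -100% = median GW8510 positive control wells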
# Target sequence (P49841 whole entry, looked up): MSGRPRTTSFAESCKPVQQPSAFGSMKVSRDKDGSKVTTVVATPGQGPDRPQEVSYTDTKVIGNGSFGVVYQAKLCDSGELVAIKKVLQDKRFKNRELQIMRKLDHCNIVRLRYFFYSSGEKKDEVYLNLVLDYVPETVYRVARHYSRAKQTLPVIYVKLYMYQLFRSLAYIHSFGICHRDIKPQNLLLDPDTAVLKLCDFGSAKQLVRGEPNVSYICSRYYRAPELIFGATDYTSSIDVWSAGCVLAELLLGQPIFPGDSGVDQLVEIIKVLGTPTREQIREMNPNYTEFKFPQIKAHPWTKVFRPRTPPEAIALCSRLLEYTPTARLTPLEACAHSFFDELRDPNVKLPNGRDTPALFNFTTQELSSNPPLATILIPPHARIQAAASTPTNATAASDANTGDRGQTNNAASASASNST
#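 test system = GST-tagged human GSK3beta kinase, cell-free | reagent = 25 µM ATP with peptide substrate | dosing = one dose of 10 µM per compound | schedule = 60 min reaction, RT | detection = luminescent ADP-Glo measurement of ADP formed | control set = DMSO neutral wells and GW8510 at 20 µM as positive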
# * marks the source's active call; other numbers are inactive results; i = inactive; . = not tested or not shown. A portion of the library (hit frequency here may not be typical).
SMILES,KCNQ1 act,RGS4 inh,GSK3 alpha inh,KCNK3 inh,Dyrk1A ADPGlo,PolyA inhibitor,RGS4 pot,hERG protect,KCNQ1 block,KCNK9 block,GSK3beta inhib
COc1ccc([N+](=O)[O-])cc1NC(=O)C1CCCNC1=O (stereo not given),i,i,0,i,1,i,i,-5,i,i,-5
Cc1[nH]n(-c2ccc([N+](=O)[O-])cc2)c(=O)c1C=NCCN1CCN(C(=O)c2ccc(Br)cc2)CC1,i,i,0,i,0,i,i,-16,i,i,4
O=[N+]([O-])c1ccc(CSc2ccc(-c3ccccn3)nn2)cc1,i,i,-1,i,0,i,i,-9,i,i,5
Cc1ccc(COC(=O)c2cc(S(=O)(=O)N3CCCCC3)ccc2N2CCOCC2)cc1,i,i,-1,i,9,i,i,-14,i,i,-2
CCc1nnc(NC(=O)[C@@H](NC(=O)c2cccc(S(=O)(=O)N(CC)CC)c2)C(C)C)s1,i,i,-6,i,4,i,i,-7,i,i,-1
CN(C)C(=O)c1ccc(NC(=O)COC(=O)c2cc(S(=O)(=O)N(C)C)ccc2N2CCCC2)cc1,i,i,-1,i,-1,i,i,-5,i,i,-1
COC(=O)CCC(=O)OC1(C)C(=O)C2=CN(Cc3ccccc3)C(c3ccc(OC)cc3)=CC2=C(Br)C1=O (stereo not given),i,i,0,i,0,i,i,-13,i,i,-2
CCn1cc(C(=O)O)c(=O)c2cc(S(=O)(=O)N(C)C)ccc21,i,i,5,i,-8,i,i,-10,i,i,6
CCS(=O)(=O)N1CCC(C(=O)NCCC2=CCCCC2)CC1,i,i,-1,i,14,i,i,-10,i,i,1
Cc1ccc(C(CCN(Cc2ccccc2)C(=O)c2ccco2)c2ccco2)cc1 (stereo not given),i,i,-1,i,-4,i,i,-33,i,i,3
CSc1ccccc1NC(=S)Nc1ccccc1C(F)(F)F,i,i,1,i,1,i,i,-12,i,i,3
Cc1cc2cccc(C)c2nc1SCC(=O)NNC(=O)c1ccco1,i,i,-2,i,-2,i,i,-6,i,i,5
Nc1c(C(=O)NCc2cccs2)nnn1CC(=O)Nc1cccc(Cl)c1,i,i,-1,i,-4,i,i,-5,i,i,1
COc1ccc(C=O)cc1Cn1ccnc1,i,i,-2,i,0,i,i,-20,i,i,-1
COc1ccc(-c2nc3ccccc3c(=O)o2)cc1OC,i,i,4,i,3,i,i,-11,i,i,5
CCC[N+]1(CC#CC2(O)CCCCC2)CCOCC1,i,i,-2,i,-4,i,i,-13,i,i,4
N#Cc1ccc(OCC(=O)NCC2(N3CCCCC3)CCCCC2)cc1,i,i,-3,i,2,i,i,-5,i,i,2
COC(=O)C1C2C=CC3(CN(C(C)C)C(=O)C13)O2 (stereo not given),i,i,-2,i,-6,i,i,-7,i,i,2
CC(C)Oc1ccc(C(=O)N/N=C/c2ccc(-c3ccc(S(=O)(=O)Nc4ncccn4)cc3)o2)cc1,i,i,-1,i,-2,i,i,-13,i,i,0
COc1ccc(/C=N/NC(=O)c2ccc(COc3cccc4cccnc34)cc2)cc1O,i,i,-2,i,13,i,i,-17,i,i,1
Cc1ccc2[nH]c3nc(SCCN4CCOCC4)nnc3c2c1,i,i,-1,i,-5,i,i,-16,i,i,1
CC(C)c1ccc(S(=O)(=O)N2CCN(C(=O)C3CCN(C(=O)c4ccc(F)cc4)CC3)CC2)cc1,i,i,0,i,-3,i,i,-10,i,i,-5
Cc1cccc(C(=O)NCCCNC(=O)c2ccco2)c1,i,i,-3,i,1,i,i,-8,i,i,-3
Cc1ccccc1C(=O)N=c1sccn1C,i,i,1,i,-2,i,i,-11,i,i,2
O=C(Nc1ccc(Cl)c(C(=O)N2CCOCC2)c1)c1ccccc1,i,i,2,i,-4,i,i,-10,i,i,0
COc1ccc(NC(=O)CCS(=O)(=O)c2ccc3c(c2)CCCN3C(C)=O)cc1,i,i,9,i,6,i,i,-4,i,i,-3
COc1ccccc1N=Nc1c(C)[nH]n(-c2ccccc2)c1=O,i,i,-7,i,1,i,i,-6,i,i,0
Cc1cc(C(=O)Cn2c(CO)nc3ccccc32)c(C)n1C,i,i,0,i,-6,i,i,-5,i,i,-1
CCc1ccc(NC(=S)N(CCN(C)C)C(C)c2ccncc2)cc1 (stereo not given),i,i,0,i,-4,i,i,-5,i,i,4
CSCCC(NC(=O)c1ccco1)c1nc2ccccc2[nH]1 (stereo not given),i,i,0,i,.,i,i,-7,i,i,0
N/C(=N\OC(=O)c1ccccc1[N+](=O)[O-])c1cccnc1,i,i,1,i,11,i,i,-6,i,i,-1
COc1cc(CCC(=O)N2CCN(c3ccccc3)CC2)cc(OC)c1OC,i,i,0,i,1,i,i,-10,i,i,-2
Cn1c(CCCOc2ccc(Cl)cc2Cl)nnc1SCC(=O)Nc1nccs1,i,i,-1,i,-1,i,i,-4,i,i,4
Cc1occc1C(=O)Nc1sccc1C(N)=O,i,i,10,i,15,i,i,-6,i,i,0
COc1ccc(/C=N/NC(=O)CC(=O)NCCc2ccccc2)cc1OC,i,i,-1,i,-5,i,i,-9,i,i,1
COc1ccc(NC(=O)CN(C)CC(=O)Nc2cccc(S(=O)(=O)N(C)c3ccccc3)c2)cc1,i,i,0,i,.,i,i,-11,i,i,2
CCOc1ncccc1C(=O)Nc1nnc(C2CC2)s1,i,i,1,i,6,i,i,-5,i,i,0
CC(=O)N(C(C)=O)S(=O)(=O)c1ccc(N=NN2CCCCC2)cc1,i,i,5,i,0,i,i,-6,i,i,4
CN1CCN(CCC(=O)Nc2ccccc2Cl)CC1,i,i,0,i,0,i,i,-8,i,i,1
Cc1ccc(C(=O)Nc2nnc(CC(=O)N/N=C/c3ccc(O)c(O)c3)s2)cc1,i,i,7,i,-1,i,i,-3,i,i,-2
Cc1ccc(CNC(=O)c2cc(-c3cc(C)cc(C)c3O)n[nH]2)cc1,i,i,-1,i,1,i,i,-16,i,i,0
CCOC(=O)C1C(=O)NC(c2ccccc2)=NC1c1ccc(Br)cc1 (stereo not given),i,i,-2,i,-2,i,i,1,i,i,2
COc1ccc(OCC(=O)NCCCN2CCOCC2)cc1,i,i,0,i,-11,i,i,-10,i,i,2
Cc1ccc(C(=O)CSc2nc3cccnc3n2C)cc1,i,i,0,i,12,i,i,-5,i,i,-3
CC(C)(C)S(=O)(=O)c1ccsc1C(=O)O,i,i,-1,i,-9,i,-16*,-6,i,i,2
CCCN(CC(=O)Nc1cccc(Br)c1)CC(=O)Nc1ccc(F)c(F)c1F,i,i,-1,i,0,i,i,-4,i,-15*,2
O=C(NCCc1c[nH]c2ccccc12)C(F)(F)C(F)F,i,i,.,i,0,i,i,-6,i,i,-2
Cc1nc2ccc(F)cc2cc1C(=O)Nc1ccc(Cl)c(Cl)c1,i,i,-1,i,-1,i,i,-5,i,i,0

# Brought forward from above: 2 compounds; new compounds follow.
SMILES,KCNQ1 act,RGS4 inh,GSK3 alpha inh,KCNK3 inh,Dyrk1A ADPGlo,PolyA inhibitor,RGS4 pot,hERG protect,KCNQ1 block,KCNK9 block,GSK3beta inhib
O=C(NCCc1c[nH]c2ccccc12)C(F)(F)C(F)F,i,i,.,i,0,i,i,-6,i,i,-2
Cc1nc2ccc(F)cc2cc1C(=O)Nc1ccc(Cl)c(Cl)c1,i,i,-1,i,-1,i,i,-5,i,i,0
Cc1nc2ccccn2c1/C(O)=C1\C(=O)C(=O)N(CCN(C)C)C1c1ccco1 (stereo not given),i,i,-2,i,0,i,i,-2,i,i,1
CC(=O)N1c2ccc(S(=O)(=O)N3CCCC(C(=O)Nc4cccc(F)c4)C3)cc2CC1C (stereo not given),i,i,-1,i,13,i,i,-12,i,i,0
COCCn1cnc2c1c(=O)n(Cc1c(F)cccc1Cl)c(=O)n2Cc1ccccc1,i,i,9,i,2,i,i,-9,i,i,3
O=C(CNC(=O)c1ccc2c(c1)OCO2)Nc1ncccc1O,i,i,1,i,17,i,i,-6,i,i,0
O=C1N/C(=N/O)S/C1=C/c1cccnc1,i,i,10,i,17,i,i,-10,i,i,-10
O=C(O)Cc1ccc(NC(=S)Nc2ccc(Br)cc2Cl)cc1,i,i,-1,i,4,i,i,-7,i,i,3
CC1=NN(C(=O)c2cccc(Cn3nc(C)c([N+](=O)[O-])c3C)c2)C(O)(C(F)(F)F)C1 (stereo not given),i,i,-2,i,.,i,i,-3,i,i,0
Cc1oc(-c2cc(F)cc(F)c2)nc1CN1CCSCC1,i,i,7,i,7,i,i,-5,i,i,4
O=c1cc(N2CCOCC2)[nH]c(=O)n1C1CCCCC1,i,i,1,i,-3,i,i,-6,i,i,0
CCOC(=O)c1c(C)sc2c1N(C(C)=O)c1cc(Cl)ccc1S2,i,i,-2,i,0,i,i,-2,i,i,0
CC(C)(C)N(CC#CCC(O)(c1ccccc1)c1ccccc1)CCO,i,i,-1,i,2,i,i,-6,i,i,0
O=C(CC1CCCC1)Nc1nc2ccccc2[nH]1,i,i,-2,i,6,i,i,-8,i,i,-2
COc1ccc(CCNC(=O)CCC(=O)c2cccs2)cc1OC,i,i,-1,i,-4,i,i,-9,i,i,2
C=C(C)C(=O)NC1=NN(c2ccccc2)C(=O)C1,i,i,-4,i,-9,i,i,0,i,i,2
COC(=O)N/N=C/c1cn(Cc2ccccc2F)c2ccccc12,i,i,-1,i,4,i,i,-8,i,i,0
O=C(NNC(=O)c1ccccc1OCc1ccccc1)c1ccccc1O,i,i,.,i,-11,.,i,-8,i,i,0
